# Bioassay records deposited in PubChem BioAssay by National Center for Advancing Translational Sciences (NCATS).
# RORgamma inh: ROR gamma (mouse) transcription inhibition | Potency, µM (highest dose often 53.6 µM), without a hit: top-dose activity change, negative = inhibition, usual class: inhibitors | P51450 | actives 5.4% (n = 310,000) | Drosophila S2 Gal4-RORgamma UAS-luciferase reporter, 20 h; note: potency is the fitted concentration of half-maximal effect; % is set by controls: 0 for no effect and ±100 for the full control effect; nearly all actives have a fitted effect of over 60% in size
# Target sequence (P51450 whole entry, looked up, the tested form may be a part): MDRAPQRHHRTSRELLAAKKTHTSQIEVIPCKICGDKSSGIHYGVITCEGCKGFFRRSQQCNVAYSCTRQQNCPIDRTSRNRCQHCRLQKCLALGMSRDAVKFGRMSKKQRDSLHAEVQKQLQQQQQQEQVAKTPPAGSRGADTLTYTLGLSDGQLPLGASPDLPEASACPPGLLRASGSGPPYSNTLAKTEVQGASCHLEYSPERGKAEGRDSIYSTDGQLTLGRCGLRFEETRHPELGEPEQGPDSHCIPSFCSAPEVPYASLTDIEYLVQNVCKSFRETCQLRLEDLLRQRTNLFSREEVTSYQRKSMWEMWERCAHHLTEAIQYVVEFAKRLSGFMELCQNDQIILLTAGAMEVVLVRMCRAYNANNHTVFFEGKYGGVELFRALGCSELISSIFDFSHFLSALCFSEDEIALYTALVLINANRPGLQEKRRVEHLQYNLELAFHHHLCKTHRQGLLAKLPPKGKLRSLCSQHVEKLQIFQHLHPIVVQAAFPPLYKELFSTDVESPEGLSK
#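 Luciferase reporter read in Schneider cells carrying Gal4-RORγ (mouse) and UAS-Photinus luciferase; cells given compound 1 h before 700 uM copper sulfate induction, then incubated 20 h at ambient temperature.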
# FLuc counter: inhibits or activates purified firefly luciferase, miR-21 counter-screen; P08659; purified FLuc, Km substrates, luminescence inhibition; Potency, µM (series often up to 57.5 µM), for the others: top-dose activity change, negative = inhibition, hits mostly inhibitors; actives 6.9% (n = 360,000); AID 588342;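 note: potency is the fitted concentration of half-maximal effect; plate controls were vehicle for no effect and reference inhibitor for full effect; nearly all actives have a fitted effect of over 55% in size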
# Target sequence (P08659 whole entry, looked up): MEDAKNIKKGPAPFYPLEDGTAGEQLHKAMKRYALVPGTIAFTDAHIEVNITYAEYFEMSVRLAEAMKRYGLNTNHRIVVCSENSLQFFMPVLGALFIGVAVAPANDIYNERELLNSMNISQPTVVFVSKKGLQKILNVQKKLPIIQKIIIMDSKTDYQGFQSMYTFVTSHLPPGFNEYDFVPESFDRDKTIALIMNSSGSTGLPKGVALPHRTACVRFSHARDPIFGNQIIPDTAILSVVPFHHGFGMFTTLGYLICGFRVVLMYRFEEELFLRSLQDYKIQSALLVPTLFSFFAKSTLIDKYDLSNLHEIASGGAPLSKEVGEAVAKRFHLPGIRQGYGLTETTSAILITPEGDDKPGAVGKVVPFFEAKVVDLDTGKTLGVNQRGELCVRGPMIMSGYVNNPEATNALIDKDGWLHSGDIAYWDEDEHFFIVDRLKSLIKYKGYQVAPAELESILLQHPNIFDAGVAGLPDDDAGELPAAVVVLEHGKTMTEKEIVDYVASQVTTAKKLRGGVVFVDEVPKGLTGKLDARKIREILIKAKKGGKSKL
#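 Purified P. pyralis luciferase, 10 nM final, with Km-level 10 uM D-luciferin and 10 uM ATP in 50 mM Tris acetate pH 7.5, 10 mM Mg acetate, 0.01% Tween-20, 0.05% BSA; 6-point qHTS titration about 60 µM downward; luminescence read.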
# Coupling enz: counter-screen for Giardia aldolase inhibitors: coupling enzyme system. coupling enzyme system counterscreen, AmpLite Red fluorescence. activity change, negative = inhibition, % at 58.2 µM, hits read low. actives 0.67% (n = 290,000). AID 2472; in the data active = activity change below about -30%; note: % is set by controls: 0 for no effect and ±100 for the full control effect
#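 Activity here indicates interference with the coupling reaction, not aldolase inhibition. Compounds at 57.5 uM final met coupling enzymes for 10 min at RT; substrate and AmpLite Red detection followed, with a 525/598 nm fluorescence read after 20 min.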
# uPA generation: cell surface uPA generation inhibition | Potency, µM (series often up to 38.3 µM), without a hit: at the top dose activity change, negative = inhibition, hits mostly inhibitors | cell surface uPA generation assay, qHTS | AID 540303 | actives 0.31% (n = 330,000); active = well fitted inhibition curve with a large enough effect; inconclusive = small, poorly fitted or top-dose-only effect; inactive = no such curve, though single readings can be large or run the other way; tested in mouse RAW 264.7 cells; note: potency is the fitted concentration of half-maximal effect; % is set by controls: 0 for no effect and ±100 for the full control effect; nearly all actives have a fitted effect of over 55% in size
# ELG1 genotoxic: genotoxicity induction in ELG1-luciferase HEK293T cells; HEK293T ELG1-luciferase reporter, luminescence, 16 h; Potency, µM (highest dose often 46 µM), for the others: at the highest dose activity change, positive = activation, usual class: activators; actives 1.3% (n = 330,000); AID 504466; note: potency is the fitted concentration of half-maximal effect; % of control where 0% means no effect; nearly all actives have a fitted effect of over 60% in size
#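 Genotoxic stress is detected as increased luminescence from luciferase-tagged ELG1 in HEK293T cells, measured with ONE-Glo after a 16 hr treatment at 37 °C.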
# KCNH2 3.1 block: KCNH2 3.1 (human) potassium channel inhibition; U2OS KCNH2 3.1, thallium flux FluxOr; hits give low values; activity change, % (tested at about 1.8 µM); actives 0.95% (n = 340,000); AID 720553;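 active = maximum activity change below -70%; inconclusive = maximum activity change from -70% to -50%; inactive = maximum activity change above -50%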;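 note: thallium influx rate constant from kinetic fluorescence after stimulation buffer; % is set by controls: 0 for no effect and ±100 for the full control effect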
#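 Thallium flux read-out: FluxOr dye with Red40 quencher in HBSS/HEPES, 45 min at RT. Rate constants from kinetic reads were normalized to positive and negative DMSO controls. Cells: U2OS virally expressing the 3.1 isoform.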
# Tb PFK inh: T. brucei PFK enzyme inhibition; Potency, µM (highest dose often 57.5 µM), inactives show at the highest dose activity, negative = inhibition, actives largely listed as inhibitors; actives 0.17% (n = 330,000); O15648; AID 485367; T. brucei PFK, ADP-Glo luminescence;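 note: potency is the fitted concentration of half-maximal effect; 0% = uninhibited 1x PFK enzyme wells and -100% = no-enzyme wells; nearly all actives have a fitted effect of over 60% in size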
#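 Activity is normalized to no-enzyme wells (full inhibition) and 1.25 nM enzyme wells (no inhibition). Reaction: 0.5 mM F6P, 0.1 mM ATP, 45 min RT, ADP-Glo luminescence; concentration-response curves fitted and classed by quality.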
# NPC1 promoter act: NPC1 promoter activation; Huh7 NPC1 promoter luciferase reporter, 24 h; Potency, µM (doses to about 9.22 µM), for inactives: top-dose activation, most hits filed as activators; actives 2.4% (n = 320,000); AID 485313;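 note: potency is the fitted concentration of half-maximal effect; % of control where 0% means no effect; nearly all actives have a fitted effect of over 60% in size; reporter is driven by a mutant NPC1 promoter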
#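 Luminescence from an NPC1 promoter-driven luciferase reporter in stably transfected Huh7 cells was measured after 24 h compound treatment at 37 °C, followed by 10 min ambient incubation with luciferase detection reagent.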
# Gal4-VP16 FLuc: counter-screen for ROR gamma inhibitors: Gal4-VP16 reporter; Drosophila S2 Gal4-VP16 UAS-luciferase, luminescence, 20 h; Potency, µM (doses to about 53.6 µM), for the others: at the top dose activity, negative = inhibition, actives largely listed as inhibitors; actives 3.5% (n = 310,000);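 note: Gal4-VP16 expression switched on by copper sulfate through the metallothionein promoter; potency is the fitted concentration of half-maximal effect; % is set by controls: 0 for no effect and ±100 for the full control effect; nearly all actives have a fitted effect of over 50% in size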
# Rab9 promoter act: Rab9 promoter activation. actives 2.8% (n = 320,000). Huh7 Rab9 promoter-luciferase reporter, luminescence, 24 h. Potency, µM (series often up to 9.22 µM), without a hit: at the top dose activation, negative = inhibition, most hits filed as activators; note: potency is the fitted concentration of half-maximal effect; % of control where 0% means no effect; nearly all actives have a fitted effect of over 60% in size
#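 Luminescence read-out: Huh7 cells stably expressing Rab9-luciferase, treated 24 h with compound at 37 °C, then lysed with luciferase reagent for 10 min at ambient before reading.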
# Giardia killer: Giardia lamblia killing | Giardia lamblia trophozoite viability | activity change, % at 7.66 µM, hits read low | actives 0.15% (n = 340,000) | AID 540267; in the data active = activity change below about -80%; inconclusive = between about -30% and that limit;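 note: parasites exposed to compound for two days anaerobically before the ATP read; % is set by controls: 0 for no effect and ±100 for the full control effect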
#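 ATP-content bioluminescence gauges trophozoite survival. Cells (100/well) receive compound and incubate anaerobically for 48 hrs at 37 deg C; detection reagent follows for 15-30 min at room temperature.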
# Numbers without * were called inactive; ? = inconclusive; . = no result given; [ ] = another dose, or the depositor's remark. Unless noted, calls come from the whole dose curve; as a rule, active = well fitted curve in the direction sought with a large enough effect; inconclusive = small, poorly fitted or top-dose-only effect, or another doubt; inactive = no such curve, though single readings can be large; an effect the other way counts as inactive or inconclusive. Rows were taken by chance; overall some 14% were active at least once.
SMILES,RORgamma inh,FLuc counter,Coupling enz,uPA generation,ELG1 genotoxic,KCNH2 3.1 block,Tb PFK inh,NPC1 promoter act,Gal4-VP16 FLuc,Rab9 promoter act,Giardia killer
COc1ccc(C2(O)CCN(C(=O)c3ccc4c(c3)OCO4)CC2)cc1,?,6%,3,6%,10%,3,-8%,-4%,3%,18%,0
Cc1ccc(-c2nn(-c3ccccc3)cc2/C=N/O)cc1,-9%,-5%,0,18%,-8%,-8,12%,2%,1%,-3%,-21
CCn1c2ccccc2c2cc(NC(=O)c3coc(=O)c(Br)c3)ccc21,15%,-1%,0,.,?,.,0%,1%,10%,-6%,.
COc1ccc(S(=O)(=O)Nc2ccc(-n3cccc3)cc2)cc1,11µM*,-16%,-2,0%,-8%,10,-6%,9%,11µM*,2%,19
COc1ccccc1/C=N/NC(=O)C(C)Cn1cnc2ccccc21 (centres undefined),11µM*,-1%,-17,11%,4%,9,7%,0%,6%,-2%,1
Cn1c(SCC(=O)N/N=C/C=C/c2ccccc2[N+](=O)[O-])nc2ccccc21,-13%,3%,1,4%,-2%,-1,-5%,1%,?,0%,5
CN(c1ccc(C(=O)N2CCCCCC2)cc1)S(=O)(=O)c1ccccc1,.,-1%,.,-26%,1%,-7,0%,-1%,.,-6%,9
Cc1cc2ncn(N)c2cc1C,-36%,3%,-1,5%,-1%,-16,5%,0%,-8%,-8%,4
CCN(CC)C(=O)COc1coc(CN2CCN(c3ccc(F)cc3)CC2)cc1=O,-12%,-2%,.,0%,1%,7,0%,-2%,1%,3%,14
COc1ccc(OCCNc2c([N+](=O)[O-])c(=O)oc3ccccc23)cc1,?,-6%,0,-26%,-8%,-4,2%,6%,-12%,-3%,1
CC(C)c1ccc(NC(=O)C2CCN(S(=O)(=O)c3ccc4c(c3)NC(=O)CO4)CC2)cc1,?,4%,.,-16%,-26%,?,-4%,-1%,-3%,0%,?
COc1ccc(CN(CCCN2CCOCC2)C(=O)Nc2ccccc2)cc1OC,5%,4%,5,.,-3%,-25,-1%,-5%,11%,10%,2
NC1=NC[C@H](c2ccccc2)N1CCCCC1CCCCC1,-1%,0%,3,-18%,-7%,19,0%,-6%,-2%,1%,5
O=C(O)c1ccc(N2CCCS2(=O)=O)cc1,5%,-6%,2,1%,-3%,0,2%,-5%,-7%,-2%,29
CC(NC(=O)c1sc2cc([N+](=O)[O-])ccc2c1Cl)C(C)(C)C (centres undefined),?,?,-3,0%,-2%,-1,?,8%,13µM*,-5%,3
Cc1ccccc1CSc1nnc(-c2ccco2)n1Cc1ccco1,42%,2%,-1,.,-1%,-9,-1%,5%,?,-1%,7
Cc1ccc(S(=O)(=O)N2CCN(S(=O)(=O)N3CCC(C)CC3)CC2)cc1C,-16%,1%,0,1%,11%,-2,2%,-3%,-4%,12%,-10
Cc1ccc(S(=O)(=O)NCCC(=O)NCC(c2cccs2)N2CCOCC2)cc1 (centres undefined),.,0%,.,-3%,-1%,4,-14%,3%,.,12%,-9
O=C(NCCCNC(=O)c1ccc(Cl)cc1Cl)c1ccco1,-3%,2%,0,4%,0%,-3,3%,0%,1%,-2%,2
CCOC(=O)c1[nH]c2ccc(F)cc2c1N=C(C)N(CC)CC,?,-1%,1,5%,13%,-7,2%,1%,0%,-1%,21
COc1ccccc1NC(=O)C1=C(C)N(c2ccccc2)C(=S)NC1c1cccc(C(F)(F)F)c1 (centres undefined),-24%,-7%,1,.,-4%,6,0%,-2%,-9%,-7%,-16
Cc1nc(N2CCN(C(c3ccccc3)c3ccccc3)CC2)nc2c1C(=O)CCC2,-18%,-4%,2,.,-2%,.,2%,-3%,-8%,-5%,.
COc1ccc(-c2nc3cnccn3c2NC(C)(C)CC(C)(C)C)cc1O,-8%,4%,0,0%,-20%,-8,2%,-1%,2%,-4%,-10
O=c1c(C(c2ccccc2)c2c(O)nc3n(c2=O)CCCS3)c(O)nc2n1CCCS2,15%,-4%,11,-1%,0%,2,-3%,-1%,-15%,2%,-15
O=C(CCc1nnc(CCCCc2ccccc2)o1)NCCc1cccnc1,9%,6%,5,1%,1%,12,-8%,-1%,8%,-16%,12
CN1CCN(CC(=O)NC2CCCCC2)CC1,19%,5%,6,.,-1%,6,?,2%,6%,-1%,-2
NC(=O)[C@@H]1CCCN1Cc1nc(Cc2ccccc2Cl)no1,-1%,-1%,-2,-2%,1%,-12,2%,-2%,-6%,9%,-12
CC1(C)CC(CC(=O)Nc2ccccc2[N+](=O)[O-])C(=O)O1 (centres undefined),7%,10%,5,0%,0%,22,-2%,-4%,-5%,1%,2
O=C(c1ccc2nc[nH]c2c1)N1CCN(c2cccc(C(F)(F)F)c2)CC1,?,0%,.,-3%,0%,.,-9%,-1%,-15%,6%,-9
Cc1cccc(N2CCCn3c2nc2c3c(=O)n(CC(=O)OCc3ccccc3)c(=O)n2C)c1,-1%,0%,8,.,-13%,.,2%,0%,-7%,10%,.
C=CCN1C(=O)C(C)S/C1=N\S(=O)(=O)c1ccc(Cl)cc1 (centres undefined),32%,3%,-1,7%,0%,-16,-1%,3%,-1%,-4%,-5
COc1nc(C)ccc1-c1noc(-c2cccs2)n1,1.8µM*,1.5µM*,-3,-3%,?,8,4%,0.56µM*,?,0.5µM*,3
CCOC(=O)Nc1ccc2nc(N3CCCCCC3)sc2c1,?,7.6µM*,0,?,10µM*,-7,10%,?,-18%,?,-27
CC(C)=NN1C(c2nonc2N)=NOC1(C)C,-9%,-1%,1,-3%,-6%,1,0%,0%,1%,-5%,0
Cc1cccc(-n2c(CCn3nc(C)c([N+](=O)[O-])c3C)n[nH]c2=S)c1,13µM*,-2%,6,3%,0%,4,-6%,-4%,-11%,-8%,5
CCOc1ccccc1Nc1cc2n(c(=O)n1)CCc1cc(OC)c(OC)cc1-2,-2%,-1%,3,-7%,14%,-4,0%,-4%,-8%,-4%[1.84 µM],16
Cc1ccccc1CC(=O)Nc1cc(C(C)(C)C)on1,1%,?,-2,2%,7%,2,4%,-2%,16%,8%,8
CCC(=O)Nc1ccc(C(=O)COC(=O)C(CCSC)NC(=O)COc2ccccc2)cc1 (centres undefined),.,0%,.,7%,0%,-13,-3%,-2%,.,3%,-5
CSc1nsc(SCC(=O)NCc2ccc(C)cc2)n1,-3%,-4%,2,2%,0%,2,-3%,-2%,-6%,-15%,-16
CN(C)CCN1C(=O)c2oc3ccccc3c(=O)c2C1c1ccccc1 (centres undefined),-27%,2%,3,.,4%,.,-1%,-6%,0%,4%,.
COc1ccc(Br)cc1CN1CCN(Cc2c[nH]c3ccccc23)CC1,20%,0%,-1,-8%,-5%,4,-2%,-3%,2%,1%,-11
CC(C)COc1ccc(C(=O)OCC(=O)NCc2cccs2)cc1,.,.,.,-6%,8%,-17,0%,.,.,.,-11
CCC1CCCCN1C(=O)CSc1nc(N)c(NC(=O)c2ccco2)c(=O)[nH]1 (centres undefined),-21%,2%,4,-3%,-3%,-1,-1%,-2%,8%,-2%,-17
COc1ccc(C(C(=O)NC2CCCCC2)N(C(=O)CCl)c2ccc(OC)cc2)cc1 (centres undefined),?,0%,-2,-7%,-13%,-9,1%,-42%[inhibitor],?,-41%[inhibitor],-11
CCn1c(SCC(=O)Nc2ccc3[nH]c(=O)[nH]c3c2)nnc1-c1ccccc1,2%,1%,-1,3%,0%,-10,-19%,-1%,0%,1%,31[activator]
COC(=O)Cc1c(C)c2ccc(OCC(=O)N3CCOCC3)cc2oc1=O,10%,-2%,6,-2%,-2%,4,17%,-6%,3%,1%,0
Cc1noc(C)c1CSc1ncnc2sc3c(c12)CCCCC3,7.9µM*,-11%,10,-1%,10%,-4,-1%,0%,?,-1%,-5
Cn1ncc(Br)c1C(=O)Nc1ccc(Br)cn1,25%,4%,3,0%,-2%,-5,4%,18%,-1%,-2%,-5
Cc1cc(-c2ccccc2)nc2cc(C(=O)NCCCn3ccnc3)nn12,?,6%,4,-2%,4%,-20,-1%,-2%,4%,-3%,-21
CN(C)CCCn1cnc2c1c(=O)[nH]c(=O)n2Cc1ccccc1,-2%,1%,5,-2%,1%,-3,-18%,-1%,-16%,0%,11
CC1=C(C#N)C(c2cccnc2)C2=C(N1)c1ccccc1C2=O (centres undefined),-33%,5%,1,1%,-5%,-5,0%,-32%[inhibitor],-6%,-17%,-13
